From PubChem
PrPC surface inh = inhibitors of human cell surface prion protein PrPC; AID 720596; P04156; inhibition, % at 13.8 µM; TR-FRET read-out; actives 0.43% (n = 370,000); in the data active means inhibition above about 24%; further: 0% = median of the test wells and 100% = reference compound wells
FadD28 binding = blocks FadD28 binding to the bisubstrate probe. fluorescence polarization. inhibition, % at 12.5 µM. actives 0.22% (n = 360,000); in the data active means inhibition above about 8.5%, passing the limit was not always enough; inconclusive means no clear call, values can overlap the other calls
Mtb FBA inh = Mtb fructose-bisphosphate aldolase inhibition. purified M. tuberculosis FBA, fluorescence read-out. inhibition, % at 1 µM. actives 2.3% (n = 360,000). AID 588726; in the data active means inhibition above about 27%;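 further: 0% = vehicle and 100% = reference inhibitor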
Rv3671c protease = inhibits the M. tuberculosis serine protease Rv3671c; actives 0.048% (n = 320,000); AID 2606; P9WHR9; inhibition, % at 5.96 µM; in the data active means inhibition above about 38%;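 further: extracellular domain of Rv3671c used as enzyme; 0% = enzyme with DMSO and 100% = no enzyme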
Target sequence (P9WHR9 whole entry, looked up, the tested form may be a part): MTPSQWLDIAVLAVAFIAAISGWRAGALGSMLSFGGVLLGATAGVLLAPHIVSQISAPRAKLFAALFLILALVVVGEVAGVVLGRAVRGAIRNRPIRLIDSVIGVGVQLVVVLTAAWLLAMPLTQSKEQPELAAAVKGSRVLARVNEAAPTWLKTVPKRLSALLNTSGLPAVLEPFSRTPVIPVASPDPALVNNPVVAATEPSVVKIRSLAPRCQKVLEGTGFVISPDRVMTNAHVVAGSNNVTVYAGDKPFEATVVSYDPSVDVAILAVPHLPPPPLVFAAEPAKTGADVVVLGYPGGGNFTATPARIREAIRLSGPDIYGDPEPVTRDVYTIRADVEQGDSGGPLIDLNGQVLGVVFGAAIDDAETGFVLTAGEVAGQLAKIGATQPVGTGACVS
Mtb UGM inh = inhibitors of M. tuberculosis UDP-galactopyranose mutase | P9WIQ1 | purified UGM, fluorescence polarization probe displacement | inhibition, % at 10 µM | actives 0.06% (n = 320,000); in the data active means inhibition above about 10%, passing the limit was not always enough; inconclusive means no clear call, values can overlap the other calls
Target sequence (P9WIQ1 whole entry, looked up): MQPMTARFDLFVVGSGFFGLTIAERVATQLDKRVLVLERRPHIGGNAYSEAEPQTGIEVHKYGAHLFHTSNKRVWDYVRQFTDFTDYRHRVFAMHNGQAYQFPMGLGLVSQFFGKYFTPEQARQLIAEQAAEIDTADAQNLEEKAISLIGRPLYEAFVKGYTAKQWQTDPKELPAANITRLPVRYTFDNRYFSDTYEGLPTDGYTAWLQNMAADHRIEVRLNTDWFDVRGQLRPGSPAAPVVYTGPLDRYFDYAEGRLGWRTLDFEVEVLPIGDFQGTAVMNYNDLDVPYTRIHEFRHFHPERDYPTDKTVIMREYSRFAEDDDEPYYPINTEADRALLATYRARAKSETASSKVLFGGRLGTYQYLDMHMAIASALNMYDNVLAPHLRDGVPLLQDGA
BoNT-F LC inh = inhibitors of Botulinum neurotoxin F light chain protease. Multiplex microsphere protease cleavage assay, flow cytometry. inhibition, % at 10 µM. actives 0.22% (n = 360,000). AID 588497; in the data active means inhibition above about 35%, passing the limit was not always enough; inconclusive means no clear call, values can overlap the other calls; further: plate controls were buffer without enzyme for full effect and enzyme alone for no effect
MazF activator = MazEF (E. coli) toxin RNase activation; FAM/BHQ RNA-DNA oligo cleavage fluorescence, 5 h; activation, % at 20 µM; actives 0.32% (n = 350,000); in the data active means activation above about 50%
Target sequence (P0AE70 whole entry, looked up): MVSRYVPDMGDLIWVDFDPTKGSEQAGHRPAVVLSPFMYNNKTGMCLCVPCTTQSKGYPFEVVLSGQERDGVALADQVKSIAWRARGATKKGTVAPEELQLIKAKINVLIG
GDH-TPI counter = counter-screen for M. tuberculosis FBA inhibitors: GDH-TPI coupled enzymes. GDH-TPI coupled enzyme counterscreen, NADH absorbance. actives 1.2% (n = 360,000). AID 588335. inhibition, % at 4.8 µM; in the data active means inhibition above about 30%;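 further: 0% = DMSO wells and 100% = wells lacking the enzyme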
BioA inh = BioA (M. tuberculosis) enzyme inhibition | purified M. tuberculosis BioA enzyme, plate reader | inhibition, % at 9.99 µM | actives 0.096% (n = 360,000); in the data active means inhibition above about 40%; inconclusive means no clear call, values can overlap the other calls
Numbers without * were called inactive; ? = inconclusive; . = no result given; & = joins results of further samples. Outcome played no part in choosing rows, and some 4.8% of all compounds hit somewhere here.

SMILES	PrPC surface inh	FadD28 binding	Mtb FBA inh	Rv3671c protease	Mtb UGM inh	BoNT-F LC inh	MazF activator	GDH-TPI counter	BioA inh
O=C(c1cc(COc2ccc(F)cc2Cl)on1)N1CCN(c2cnccn2)CC1	5	-1.5	6	2	3.5	0	-2	4	0.7
Cn1cccc1C(=O)C(=O)Nc1ccc(F)c(F)c1	-2	-2.1	4	-6	1.9	-3	3	10	0.7
CCC1(C)Cc2ccccc2-c2nc(NCCO)n(-c3ccc(C)cc3)c(=O)c21 (stereo unspecified)	24	0.4	163*	1	1.0	-6	7	17	-2.6
CCCCC[C@H](O)/C=C/[C@@H]1[C@@H](CCCCCCC(=O)O)[C@@H](O)C[C@H]1O	.	-2.7	2	6	-1.2	-2	1	0	-1.9
CC(=O)c1cccc(N2C(=NC(=O)C3CC3)SC3CS(=O)(=O)CC32)c1 (stereo unspecified)	-6	-3.1	4	-1	-4.1	-1	9	6	.
COc1ccc(/C=N/NC(=O)Cc2n[nH]c(=O)[nH]c2=O)cc1	-3	-1.0	3	11	1.8	1	5	14	-2.2
CCC(CO)Oc1cc(NCc2ccc(C)c(C)c2)c2ncn(C(C)C)c2c1 (stereo unspecified)	2	-0.7	-1	-5	-1.7	-2	2	3	-3.5
CCN(CC)C(=O)Oc1c(Cl)cc(Cl)c2cccnc12	-3	-1.3	6	4	-2.4	1	1	4	.
O=C(Nc1ccc2c(c1)Cc1ccccc1-2)c1ccncc1	7	-0.4	-2	-8	0.0	5	-5	6	-0.3
CCOc1ccc(N(C(=O)c2snc(C(N)=O)c2N)C(C(=O)NCC2CCCO2)c2ccco2)cc1 (stereo unspecified)	4	-2.7	3	-8	0.3	-2	0	5	-1.7
O=C(O)c1ccccc1C1c2ccccc2Oc2ccccc21	-2	-2.9	3	.	.	0	-3	3	0.9
OCC[C@@H]1C[C@H](O)[C@@H](O)[C@]2(OCCc3cc(C(F)(F)F)ccc32)O1	8	0.2	2	.	.	-7	4	6	-0.4
C=CC[C@@H](CC(=O)N[C@@H](CO)Cc1ccccc1)C(=O)NCCOC(=O)[C@@H](CC=C)Cc1ccc(F)cc1	1	-2.3	-3	-7	2.0	-7	8	0	-0.6
Fc1cc(Br)ccc1Nc1nc2ccccc2n2nnnc12	-1	0.3	1	2	0.8	-5	4	1	4.8
COc1cc(OC)cc(C(=O)NCCSC2CCCCC2)c1	9	0.8	3	5	0.4	3	6	-1	.
CN1CCN(CCC(=O)Nc2ccc(OCc3ccccc3)cc2)CC1	4	-4.4	0	0	-1.0	6	4	-9	-1.8
CCN(CC)c1ccc(C2C(C(=O)OCCOC)=C(C)NC3=C2C(=O)CC(C)(C)C3)cc1 (stereo unspecified)	10	-4.1	3	-3	-1.2	-7	-2	7	0.6
CN(C)S(=O)(=O)c1cccc(C(=O)Nc2ccc(Cl)cn2)c1	7	-3.6	-6	3	-0.5	-4	-2	3	2.4
O=C(O)c1ccc(N2CCN(Cc3ccc4c(c3)OCO4)CC2)c([N+](=O)[O-])c1	-10	-0.2	1	-1	2.5	-2	4	10	1.0
CCN1C/C(=C\c2cccc([N+](=O)[O-])c2)C(=O)/C(=C/c2cccc([N+](=O)[O-])c2)C1	0	-4.4	1	.	.	1	-2	7	-1.9
CCC(=O)NC1CCN(C(=S)NC)CC1	-4	0.6	2	0	6.1	-4	0	3	.
O=C1CCCCN1CCCC(=O)N1CCCC(Nc2ccc(F)c(F)c2)C1 (stereo unspecified)	1	-0.5	5	7	0.5	.	-3	6	3.8
COC(=O)Cc1csc(N)n1	5&-3	0.9&-1.7	2&-1	-4&10	0.1&1.2	-19&-6	0&-1	8&12	-0.5&-0.9
Cc1ccccc1CNS(=O)(=O)c1ccc2c(c1)C(C)(C)C(=O)N2C	-5	1.1	-2	0	-5.9	1	6	-11	.
CN(C)C(=O)C[n+]1cccc(/C=N/O)c1	-1	-0.8	2	-12	1.4	-5	-2	1	2.0
CCC(CC)C(=O)Nc1nnc(S(=O)(=O)N2CCCC2)s1	-4	-1.4	2	1	-0.8	1	-2	8	-0.8
O=[N+]([O-])c1ccccc1S(=O)(=O)Nc1ccc(-c2ccc(N3CCCC3)nn2)cc1	-13	-1.5	-3	10	.	10	7	19	1.1
Cc1nn(-c2ccccc2)c2c1/C(=N/O)CC(C)(C)C2	-6	0.3	2	3	1.5	.	9	8	.
COc1ccc(N=C2S/C(=C\c3ccc(OC(C)C(=O)O)c(OC)c3)C(=O)N2CCc2c[nH]c3ccccc23)cc1 (stereo unspecified)	2	-3.5	2	.	.	-8	-3	7	.
Cc1noc(C)c1S(=O)(=O)Nc1cccc(C(F)(F)F)c1	-2	-4.8	-4	-5	-1.0	7	0	-3	0.4
CC(=Nc1ccccc1)C1=C(O)C(CC(C)C)NC1=O (stereo unspecified)	5	-1.8	2	.	.	-7	5	23	-1.4
Cc1[nH]n(C(N)=S)c(=O)c1C(c1ccccc1)C(C#N)C#N (stereo unspecified)	1	0.6	-2	-4	-0.1	6	-1	2	-1.0
COc1ccc(CCc2nc(C)ccc2O)cc1	-4&3	0.0&-1.8	6&2	-8&1	-2.8&0.7	-28&-2	8&-4	11&9	0.7
O=C(NCCC1CCCCN1S(=O)(=O)c1ccccc1)C(=O)NCc1cccnc1 (stereo unspecified)	3	0.8	4	5	-0.9	-10	5	5	-1.4
O=C(c1ccco1)N(Cc1cccc(Br)c1)C1CCS(=O)(=O)C1 (stereo unspecified)	4	-2.1	1	3	-1.1	14	9	-1	6.3
O=C(Nc1ccc(F)cc1)c1oc2ccccc2c1NC(=O)C1CC1	-1	-4.2	-1	-15	-0.2	3	-3	1	0.9
O=C(O)c1ccccc1NCc1cccnc1	-1	-5.5	5	-2	1.1	?	5	-2	-1.2
CC1CN(S(=O)(=O)c2ccc(NC(=O)CCCN3C(=O)c4ccccc4C3=O)cc2)CC(C)O1 (stereo unspecified)	.	-0.5	1	-1	.	-10	1	-3	-0.2
Cc1ccc(NC(=O)C2CCCC2)c(Br)c1	1	0.2	3	2	-2.2	23	6	0	-0.6
COc1ccccc1CN(C)C(=O)C1COc2ccccc2O1 (stereo unspecified)	1	-2.6	-2	-4	0.0	8	1	-6	-1.4
COc1ccc([N+](=O)[O-])cc1NC(=O)C1CCCNC1=O (stereo unspecified)	-13	.	2	6	1.7	6	2	15	-0.7
CCCN(Cc1nc(-c2ccc(Cl)cc2)no1)CC1CCCO1 (stereo unspecified)	2	-1.0	-3	5	-1.5	-7	-2	-5	.
CNc1nc(-c2ccccc2)cc(C(F)(F)F)c1C#N	3	0.1	8	2	2.6	21	400*	0	-1.1
O=C(c1ccc(Cl)cc1)C1CCN(C(=S)Nc2ccccc2)CC1	12	-2.6	1	.	.	?	9	3	-0.5
COc1ccc(C)cc1NC(=S)N1CCN(c2ncccn2)CC1	7	-0.8	7	-4	-1.1	-2	-4	3	-0.5
COc1ccc2c(CC(=O)Nc3nnc(C4CC4)s3)coc2c1	-4	0.4	2	-2	-2.6	23	6	4	-0.1
CCc1nnc(NC(=O)CSc2nnc(COc3ccccc3C)o2)s1	-8	-2.9	-14	-3	1.3	4	3	-4	.
CCOc1ccc(S(=O)(=O)NCC(=O)NC2CCCCC2)cc1	-1	-1.7	4	5	-2.3	-1	-2	2	-0.3
CC(C)C(=O)N1CCCC1(C)C(=O)NCc1ccc(Cl)cc1 (stereo unspecified)	-4	0.8	3	.	.	1	.	-4	-1.1
S=C(Nc1ccccc1Cl)N(CCN1CCCCC1)Cc1ccco1	-4	-1.0	1	-9	0.9	-6	0	-2	2.0
Cc1ccc(N2CCN(/N=C/c3cccs3)CC2)cc1	6	-1.2	1	-2	2.9	7	1	12	9.3
COc1ccc(S(=O)(=O)N2Cc3ccccc3CC2C(=O)Nc2ccc3c(c2)OCO3)cc1 (stereo unspecified)	7	-2.8	1	13	2.6	-26	5	-3	-1.7
CCSc1nnc([C@@H](NC(=O)OC(C)(C)C)C(C)C)o1	0	-2.4	0	4	0.2	?	1	-8	2.4
O=C(Cc1cccc(F)c1)N1CCCC(CO)(Cc2ccc(F)cc2F)C1 (stereo unspecified)	-4	1.8	0	5	1.4	?	-34	4	0.5
COc1ccc(C(C)=O)c(OCC(=O)NCCC2=CCCCC2)c1	7	-0.7	3	.	.	-2	1	18	0.2
CN(CC(=O)Nc1c(Cl)cccc1Cl)C(=O)Cc1ccsc1	0	-1.1	-1	-2	-2.7	2	-3	0	0.1
Cc1cc(-c2n[nH]c(=S)n2/N=C/c2ccc(C)o2)n[nH]1	1	-2.4	-2	4	-2.2	?	2	10	.
CCOc1cc(NC(=S)Nc2ccccc2)c(OCC)cc1NC(=O)c1ccc(OC)cc1	-4	-1.1	0	3	-1.3	9	-3	17	-7.8
O=C(CCNC(=O)c1ccco1)Nc1ccc(SC(F)F)cc1	7	-2.6	1	-3	-0.2	-9	-3	-1	.
CC1(C(=O)NS(=O)(=O)c2ccccc2C(F)(F)F)CCN1C(=O)COc1ccc(Cl)cc1 (stereo unspecified)	6	-1.3	0	.	.	15	.	5	-1.3

Profiles, quoted from the list. Screens in order: PrPC surface inh | FadD28 binding | Mtb FBA inh | Rv3671c protease | Mtb UGM inh | BoNT-F LC inh | MazF activator | GDH-TPI counter | BioA inh
O=C(c1ccco1)N(Cc1cccc(Br)c1)C1CCS(=O)(=O)C1 (stereo unspecified) in the list: 4 | -2.1 | 1 | 3 | -1.1 | 14 | 9 | -1 | 6.3
O=C(Nc1ccc(F)cc1)c1oc2ccccc2c1NC(=O)C1CC1 in the list: -1 | -4.2 | -1 | -15 | -0.2 | 3 | -3 | 1 | 0.9
COC(=O)Cc1csc(N)n1 in the list: 5&-3 | 0.9&-1.7 | 2&-1 | -4&10 | 0.1&1.2 | -19&-6 | 0&-1 | 8&12 | -0.5&-0.9

(next part)
SMILES	PrPC surface inh	FadD28 binding	Mtb FBA inh	Rv3671c protease	Mtb UGM inh	BoNT-F LC inh	MazF activator	GDH-TPI counter	BioA inh
C=CCn1c(O)c(C(C)=Nc2ccc(N(CC)CC)cc2)c(=O)[nH]c1=O	-2	1.6	1	-12	-5.1	-5	13	13	-2.7
O=C(CN1CCN(S(=O)(=O)c2ccccc2)CC1)Nc1ccc(Cl)cn1	-2	-4.3	2	-2	4.2	?	0	-10	1.6
Cc1cc(Oc2nc3ccccn3c(=O)c2/C=C(\C#N)C(=O)NC2CCS(=O)(=O)C2)ccc1Cl (stereo unspecified)	-4	-1.5	45*	-6	2.7	-3	2	2	1.5
CCCCCCc1cc2cc(C(=O)OCC)c(=O)oc2cc1O	-8	-2.2	44*	11	-0.5	8	-2	9	.

4 compounds from above, showing only GDH-TPI counter.
Molecule	GDH-TPI counter
Cc1nn(-c2ccccc2)c2c1/C(=N/O)CC(C)(C)C2	8
COc1ccc(N=C2S/C(=C\c3ccc(OC(C)C(=O)O)c(OC)c3)C(=O)N2CCc2c[nH]c3ccccc23)cc1 (stereo unspecified)	7
Cc1noc(C)c1S(=O)(=O)Nc1cccc(C(F)(F)F)c1	-3
CC(=Nc1ccccc1)C1=C(O)C(CC(C)C)NC1=O (stereo unspecified)	23
